Screening results deposited in PubChem by National Center for Advancing Translational Sciences (NCATS).
uPA surface inh – inhibitors of cell surface uPA generation. 330,000 tested, 0.31% active. Potency, µM (top dose mostly 38.3 µM), without a hit: at the highest dose activity change, negative = inhibition, most hits filed as inhibitors. cell surface uPA generation assay, qHTS; active = well fitted inhibition curve with a large enough effect; inconclusive = small, poorly fitted or top-dose-only effect; inactive = no such curve, though single readings can be large or run the other way; tested in mouse RAW 264.7 cells; note: potency is the fitted concentration of half-maximal effect; % is set by controls: 0 for no effect and ±100 for the full control effect; nearly all actives have a fitted effect of over 55% in size
B2AR arrestin – beta2AR (human) beta-arrestin recruitment activity; P07550; beta-arrestin recruitment to beta2AR, cell-based reporter; Potency, µM (highest dose often 46.1 µM), for the others: at the top dose activation, hits mostly activators; 330,000 tested, 0.02% active; AID 492947;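 note: potency is the fitted concentration of half-maximal effect; 0% = DMSO controls and full agonism = EC100 isoproterenol or metaproterenol; nearly all actives have a fitted effect of over 65% in size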
Target sequence (P07550 whole entry, looked up): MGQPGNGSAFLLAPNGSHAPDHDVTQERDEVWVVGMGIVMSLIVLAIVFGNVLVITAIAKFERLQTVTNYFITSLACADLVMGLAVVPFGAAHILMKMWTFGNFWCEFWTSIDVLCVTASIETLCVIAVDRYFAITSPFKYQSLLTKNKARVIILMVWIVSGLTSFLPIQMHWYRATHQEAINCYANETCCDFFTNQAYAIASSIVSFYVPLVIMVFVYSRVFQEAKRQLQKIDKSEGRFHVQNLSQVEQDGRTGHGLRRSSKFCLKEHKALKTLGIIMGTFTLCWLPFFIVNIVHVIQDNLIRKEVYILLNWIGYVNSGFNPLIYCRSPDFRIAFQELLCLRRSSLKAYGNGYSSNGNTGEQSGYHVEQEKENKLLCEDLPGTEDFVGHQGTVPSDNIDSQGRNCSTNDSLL
Mito fusion yeast – inhibitors of mitochondrial division or activators of mitochondrial fusion | S. cerevisiae fusion-defective mutant growth rescue, CellTiterGlo 48 h | Potency, µM (series often up to 46.1 µM), for the others: at the highest dose growth rescue (activation), usual class: activators | 320,000 tested, 0.23% active;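 note: potency is the fitted concentration of half-maximal effect; % of control where 0% means no effect; nearly all actives have a fitted effect of over 45% in size; temperature-sensitive fusion mutants such as fzo1-1 at 37 °C on non-fermentable ethanol glycerol medium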
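Temperature-sensitive fusion-defective S. cerevisiae (e.g. fzo1-1, mgm1-5) were grown with compound in YPEG medium (3% ethanol, 3% glycerol) for 48 hours at 37C. Growth rescue was measured as viability by CellTiterGlo luminescence after 10 minutes at ambient.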
TSHR antag – human thyrotropin receptor antagonism. TSHR-expressing cells, TSH-stimulated cAMP HTRF, 2 h; stronger effect = lower value. P16473. 330,000 tested, 0.2% active. activity change, negative = inhibition, % at 11.5 µM;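 active = activity change below a set negative limit, meaning inhibition stronger than a set level, cut at about -70% in these data; inconclusive = activity change between two set negative limits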; note: % is set by controls: 0 for no effect and ±100 for the full control effect
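Read-out is FRET at 665 nm (cryptate excitation 337 nm) from a cryptate-tagged anti-cAMP antibody, competed by cell cAMP against cAMP-d2. Compounds are tested on freshly harvested TSHR cells challenged with 4nM TSH (EC80) for 2 hours at 37 deg C.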
TCR act – activators of T cell receptors. primary human leukocytes, anti-CD3, IL-2 HTRF, 48 h. Potency, µM (series often up to 9.22 µM), without a hit: top-dose activation of IL-2 secretion, most hits filed as activators. 330,000 tested, under 10 active. AID 504894; note: % of control where 0% means no effect
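IL-2 produced over 48 hr by a-CD3 bead-stimulated primary human leukocytes exposed to compounds was detected with a homogeneous time-resolved FRET immunoassay, 665nm acceptor signal after 320nm excitation.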
Eya2 phos inh – Eya2 (human) phosphatase inhibition. O00167. 330,000 tested, 0.006% active. Potency, µM (titrated, usually from 76.9 µM), for inactives: at the highest dose activity, negative = inhibition, most hits filed as inhibitors. AID 488837. recombinant Eya2, OMFP fluorescence dephosphorylation (OMFP is methylfluorescein phosphate); note: potency is the fitted concentration of half-maximal effect; % is set by controls: 0 for no effect and ±100 for the full control effect
Target sequence (O00167 whole entry, looked up): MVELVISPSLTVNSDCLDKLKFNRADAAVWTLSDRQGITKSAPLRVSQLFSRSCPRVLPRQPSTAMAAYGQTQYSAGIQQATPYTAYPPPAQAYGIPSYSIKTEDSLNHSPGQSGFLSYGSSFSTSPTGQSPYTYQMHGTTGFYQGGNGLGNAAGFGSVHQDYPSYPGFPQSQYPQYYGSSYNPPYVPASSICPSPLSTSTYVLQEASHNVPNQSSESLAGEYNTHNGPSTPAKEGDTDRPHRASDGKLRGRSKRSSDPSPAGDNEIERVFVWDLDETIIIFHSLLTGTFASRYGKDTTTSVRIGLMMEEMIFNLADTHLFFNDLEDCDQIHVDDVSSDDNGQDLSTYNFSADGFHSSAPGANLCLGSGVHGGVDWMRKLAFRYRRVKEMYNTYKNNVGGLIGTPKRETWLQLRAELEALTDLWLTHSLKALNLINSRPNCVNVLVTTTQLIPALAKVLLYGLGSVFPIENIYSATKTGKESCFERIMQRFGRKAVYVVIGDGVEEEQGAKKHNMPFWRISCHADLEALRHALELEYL
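Eya2 protein (added as 0.2 uM solution) was preincubated with compound for 10 min at ambient temperature in 50 mM HEPES pH 7.5, 50 mM NaCl, 5 uM MgCl2, 0.05% BSA, 1 mM DTT. OMFP (added at 50 uM) then reacted 10 min; fluorescence read at 485/525 nm.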
Tb PFK block – inhibitors of T. brucei phosphofructokinase. O15648. T. brucei PFK, ADP-Glo luminescence. Potency, µM (top dose mostly 57.5 µM), inactives show at the top dose activity, negative = inhibition, most hits filed as inhibitors. 330,000 tested, 0.17% active. AID 485367;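 note: potency is the fitted concentration of half-maximal effect; 0% = uninhibited 1x PFK enzyme wells and -100% = no-enzyme wells; nearly all actives have a fitted effect of over 60% in size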
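Activity is normalized to no-enzyme wells (full inhibition) and 1.25 nM enzyme wells (no inhibition). Reaction: 0.5 mM F6P, 0.1 mM ATP, 45 min RT, ADP-Glo luminescence; concentration-response curves fitted and classed by quality.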
PTAP TSG101 blk – blocks PTAP/TSG101 interaction to inhibit HIV-1 budding; Q99816; Fluorescence polarization, FITC-PTAP peptide / Tsg101 binding; Potency, µM (series often up to 115 µM), without a hit: top-dose activity change, negative = inhibition, actives largely listed as inhibitors; 340,000 tested, under 10 active; active = well fitted inhibition curve with a large enough effect in the main read-out, with a control signal flat, not every such curve was filed as active; inconclusive = small, poorly fitted or top-dose-only effect, or effect the other way, or a change in a side signal; inactive = no such curve, though single readings can be large or run the other way; note: potency is the fitted concentration of half-maximal effect; % of control where 0% means no effect
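Tsg101 binding domain (10 uM final) was mixed with compound and a FITC-labeled PTAP peptide (50 nM final) in HEPES pH 7.5 buffer with NaCl, Tween 20, EDTA and TCEP; fluorescence polarization was read after 20 min at r.t.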
Chronic BCR inh – chronic active BCR signaling inhibition. AID 493014. 340,000 tested, 0.05% active. ABC-DLBCL IkBa-CBG/CBR reporter, luminescence ratio, 4 h. Potency, µM (highest dose often 46.1 µM), inactives show at the highest dose ratio change, negative = lower green/red ratio, hits mostly inhibitors; active = well fitted inhibition curve with a large enough effect in the signal ratio, with a control signal flat, not every such curve was filed as active; inconclusive = small, poorly fitted or top-dose-only effect, or effect the other way, or a change in a side signal; the % refers to the signal ratio;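 note: potency is the fitted concentration of half-maximal effect; plate controls were basal doxycycline-induced cells for no effect and cells given 10 µM MG132 for full effect; MG132 reads +100%, hits lower the ratio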
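TMD8 ABC-DLBCL cells carrying doxycycline-inducible green luciferase fused to IkappaBalpha plus unfused red luciferase were exposed to compounds (up to 46 uM) for 4 hrs at 37C. Activity came from the overlap-corrected green/red luminescence ratio.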
ELG1 DNA repair – inhibitors of ELG1-dependent DNA repair in HEK293T cells | HEK293T ELG1-luciferase reporter, luminescence, 16 h; DNA damage induced by 5-fluorouridine | Potency, µM (highest dose often 46.1 µM), inactives show at the highest dose activity change, negative = inhibition, hits mostly inhibitors | AID 504467 | 330,000 tested, 2.3% active; note: potency is the fitted concentration of half-maximal effect; % is set by controls: 0 for no effect and ±100 for the full control effect; nearly all actives have a fitted effect of over 55% in size
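Quantitative HTS, concentration-response format. 2,000 cells/well co-treated with 5-fluorouridine and compound, 16 hr in 5% CO2 at 37 °C; ONE-Glo luminescence read after 30 min.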
USP2a block – inhibitors of human ubiquitin-specific protease USP2a | USP2 core, Ub-CHOP2 coupled fluorogenic reporter, 485/531 | O75604 | 330,000 tested, 0.01% active | AID 463254 | Potency, µM (series often up to 38.3 µM), for the others: at the highest dose activity change, negative = inhibition, actives largely listed as inhibitors;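 note: potency is the fitted concentration of half-maximal effect; plate controls were DMSO wells for no effect and full inhibition by NEM control for full effect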
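Deubiquitinase activity read as fluorescence (485/531 nm) after Ub-CHOP2 cleavage activates the enterokinase reporter on its substrate; USP2 core 10nM, Ub-CHOP2 and substrate 25nM each, 30min compound preincubation then 60min RT; data normalized to NEM, curves fitted.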
* = called active by the depositor; ? = inconclusive; nt = no result given; [ ] = remark or other dose. Unless noted, calls come from the whole dose curve; as a rule, active = well fitted curve in the direction sought with a large enough effect; inconclusive = small, poorly fitted or top-dose-only effect, or another doubt; inactive = no such curve, though single readings can be large; an effect the other way counts as inactive or inconclusive. An unsorted share of the library; any-hit rate near 3%.

SMILES	uPA surface inh	B2AR arrestin	Mito fusion yeast	TSHR antag	TCR act	Eya2 phos inh	Tb PFK block	PTAP TSG101 blk	Chronic BCR inh	ELG1 DNA repair	USP2a block
O=C(O/N=C\c1ccc(N2CCCCC2)c([N+](=O)[O-])c1)c1cccc(Cl)c1	10%	-0.1%	3%	1	-3%	-9%	0%	-1%	1%	13%	0%
C=C(C)CSc1nnc2n(N)c(=O)c3ccccc3n12	-3%	0.0%	-1%	-1	5%	7%	-1%	-5%	14%	?	2%
COc1ccc(-c2csc(N(CCCN(C)C)C(=O)c3ccc(C)cc3)n2)cc1	-12%	0.1%	-11%	-9	1%	1%	1%	1%	?	-19%	-4%
O=C(NCCc1c[nH]c2ccc(Cl)cc12)c1cccnc1	-11%	0.0%	2%	-10	5%	-2%	?	-2%	1%	?	1%
CCOc1ccc(N(CC(=O)NCCc2ccc(Cl)cc2)S(=O)(=O)c2c(C)[nH]c(=O)[nH]c2=O)cc1	5%	-0.2%	-8%	-1	1%	9%	2%	-1%	17%	-3%	3%
COc1cc(C)ccc1S(=O)(=O)N1CCCCCC1	-6%	-0.6%	4%	-12	-7%	-5%	-6%	-11%	?	5%	0%
COc1ccc2c(c1)[C@H]1[C@H](CO2)[C@H](c2ccccc2)[C@]2(C)C(=O)Nc3cc(Cl)ccc3C(=O)N12	?	0.9%	18%	-14	7%	2%	1%	1%	?	-15%	-5%
COc1ccc(NC(=O)Cn2cccc2)cc1Cl	-5%	0.0%	1%	13	nt	-9%	0%	nt	?	13%	-7%
Cc1ccccc1-n1c(C)cc(/C=C2\NC(=O)NC2=O)c1C	nt	0.1%	8%	-22	-2%[46.1 µM]	-6%	2%	-3%	-3%	?	0%
Cc1cc2c(SCC(=O)N3CCN(c4ccccc4)CC3)ncnc2s1	7%	0.1%	4%	-9	1%	21%	3%	0%	-1%	?	-1%
Cc1cccn2c(CN(C)CC3Cc4ccccc4O3)c(C(=O)N3CCCCC3)nc12 (configuration not stated)	-2%	2.9%	2%	12	1%	8%	3%	0%	-6%	-4%	0%
Nc1nc(-c2cccnc2)nn1C(=O)COc1ccccc1	5%	-0.7%	-5%	11	1%	-1%	2%	0%	3%	7%	0%
COc1cc(S(=O)(=O)NC2CCCC2)c(OC)cc1Cl	nt	-0.5%	-2%	-3	-5%	4%	1%	0%	12%	-6%	2%
COC(C(=O)Nc1ccnn1C1CCN(Cc2ccc(CO)o2)CC1)c1ccccc1 (configuration not stated)	-19%	0.6%	0%	-1	3%	-3%	-3%	-12%	1%	10%	1%
Cc1ccc(C)c(SCC(=O)OCC(=O)NCCNC(=O)COC(=O)CSc2cc(C)ccc2C)c1	-1%	-0.9%	-8%	10	-1%	-39%	-1%	-8%	-1%	-2%	-5%
Cc1cc2cc(C(c3nnnn3C(C)(C)C)N(Cc3ccco3)CC3CCCO3)c(=O)[nH]c2cc1C (configuration not stated)	-8%	1.1%	2%	18	-4%	0%	1%	-3%	-7%	-5%	0%
COc1ccc(OC)c(NC(=S)NN2CCN(C)CC2)c1	4%	0.2%	-2%	-8	-12%	2%	-7%	1%	?	?	2%
O=C(Nc1cccc(S(=O)(=O)N2CCOCC2)c1)C1CC(=O)N(c2ccc3c(c2)OCCO3)C1 (configuration not stated)	10%	-1.9%	-5%	4	-2%	5%	6%	-2%	-2%	-4%	-1%
O=C(NCc1ccccc1)C1CCCN(S(=O)(=O)c2cccc3nsnc23)C1 (configuration not stated)	1%	-0.4%	-5%	21	8%	-8%	21%	-5%	5%	1%	1%
Cc1cccc(C)c1C(OCCN(C)C)C1CCCCC1 (configuration not stated)	4%	-1.5%	-12%	2	-8%[46.1 µM]	-6%	-3%	0%	?	-12%	3%
CCOC(=O)C(=CNc1ccccc1N1CCOCC1)C(=O)OCC	-1%	0.2%	9%	-1	2%	-2%	-4%	-2%	8%	?	-2%
COc1ccc(-c2nc3ccc(C(=O)NCC(OC)OC)cc3nc2-c2ccc(OC)cc2)cc1	2%	0.4%	3%	2	0%	-8%	-2%	0%	0%	16µM*	-1%
Cc1nc2cc(NC(=O)Nc3nccs3)ccc2n1C	?	-0.1%	-5%	nt	nt	-13%	-1%	-4%	?	?	1%
Cc1cc2c(c(=O)n1C)C(C(C)C)C(C#N)=C(N)O2 (configuration not stated)	-2%	0.0%	4%	-9	9%	5%	0%	-3%	-5%	17%	-2%
COc1ccc(-c2nc(-c3cccc(C)c3)[nH]c(=O)c2C#N)cc1	2%	0.4%	-1%	0	-7%	11%	0%	-2%	2%	0%	-1%
Cc1nnc(N(C)C(=O)Cc2ccc3c(c2)OCO3)s1	-1%	0.0%	-5%	-11	-1%[46.1 µM]	-18%	3%	-2%	-20%	11%	-6%
CCN(CC)C(=O)c1c(C)nc2ccccn12	-1%	0.0%	4%	-9	-3%	-8%	4%	0%	3%	8%	4%
OCCC1CN(Cc2ccccc2O)CCN1CCc1ccccc1 (configuration not stated)	nt	-0.4%	1%	-1	3%	-11%	-3%	0%	-23%	-16%	-2%
Cc1ccc2c(c1)sc1nc(=O)n(-c3ccc(Cl)cc3)c(=O)n12	5%	0.2%	4%	2	-6%	4%	6%	-5%	?	28%	-2%
Cc1ccc(NS(=O)(=O)c2cc(C(=O)NCc3ccccn3)ccc2Cl)cc1C	2%	-0.8%	7%	4	1%	0%	0%	-2%	-2%	3%	0%

The last 3 records of the part above lead into the next:
SMILES	uPA surface inh	B2AR arrestin	Mito fusion yeast	TSHR antag	TCR act	Eya2 phos inh	Tb PFK block	PTAP TSG101 blk	Chronic BCR inh	ELG1 DNA repair	USP2a block
OCCC1CN(Cc2ccccc2O)CCN1CCc1ccccc1 (configuration not stated)	nt	-0.4%	1%	-1	3%	-11%	-3%	0%	-23%	-16%	-2%
Cc1ccc2c(c1)sc1nc(=O)n(-c3ccc(Cl)cc3)c(=O)n12	5%	0.2%	4%	2	-6%	4%	6%	-5%	?	28%	-2%
Cc1ccc(NS(=O)(=O)c2cc(C(=O)NCc3ccccn3)ccc2Cl)cc1C	2%	-0.8%	7%	4	1%	0%	0%	-2%	-2%	3%	0%
COC(=O)c1cc2c(cc1NC(=O)CSCCc1ccccn1)OCO2	0%	-0.5%	-5%	9	-4%	8%	1%	-9%	-5%	4%	2%
O=c1c2ccccc2n(Cc2ccc(Cl)cc2)c(=O)n1Cc1ccco1	-2%	-0.4%	8%	-15	-1%[46.1 µM]	1%	0%	0%	4%	-14%	0%
CCc1ccc(N2C(=O)CN(Cc3ccccc3)C2=S)cc1	6%	0.0%	20%	15	-2%	-17%	4%	-4%	?	11%	-1%
O=C(OCCOc1cccc(Cl)c1)c1ccc(F)c(S(=O)(=O)N2CCOCC2)c1	2%	0.1%	12%	-21	5%	-22%	0%	-2%	4%	0%	-8%
CCOc1ccc2ccccc2c1/C=N/NC(=O)c1ccncc1	-6%	0.3%	-4%	-24	nt	2%	1%	-2%	?	3%	1%
COc1ccc(CC(=O)c2ccc(OC)c(OC)c2C)cc1OC	-6%	-0.4%	0%	-18	-3%[46.1 µM]	0%	-8%	-6%	-8%	2%	-1%
COc1ccc(CNc2nc(NCc3ccc(OC)cc3)c3ncn(C4CCCC4)c3n2)cc1	1.4µM*	-0.6%	nt	3	12%	2%	-2%	-2%	?	?	-2%
CC(NC(=O)c1c(O)c2ccccc2[nH]c1=O)c1ccccc1 (configuration not stated)	4%	0.5%	-6%	3	nt	0%	0%	-2%	?	22%	3%
CCCCNC(=S)NNC(=O)c1ccc2c(c1)OCO2	3%	0.0%	0%	2	1%[46.1 µM]	-1%	4%	-7%	4%	24%	-1%
